High-throughput results from PubChem BioAssay.
Rat MKP-3 inhibitors = MKP-3 phosphatase inhibitors, primary screen, biochemical, rat enzyme, in vitro (AID 425); inhibition, % at 20 µM, or IC50 in µM where a hit was titrated; 0.17% of 110,000 active; recombinant MKP-3 phosphatase activity, fluorescence; higher % means a stronger effect; in the data active means inhibition above about 50%;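 further: plate controls were vehicle for no effect and reference inhibitor for full effect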
Hsp70 displacement = small molecules displacing fluorescent ligand from Hsp70 – biochemical, fluorescence polarization, primary screen (AID 583); Hsp70 fluorescence polarization probe displacement, mP; higher % means a stronger effect; displacement, % at 20 µM; hits with a dose series show IC50 in µM; 0.06% of 140,000 active; in the data active means displacement above about 50%;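 further: plate controls were vehicle for no effect and reference ligand for full effect; a part of the inactive calls stands beside numbers as strong as those of hits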
The depositor's hits bear a star; . = not tested or not shown; & = joins results of further samples. An excerpt; the hit share may differ from the screen's.

| mol | Rat MKP-3 inhibitors | Hsp70 displacement |
| --- | --- | --- |
| C=CCN1C(=O)/C(=C\c2cc([N+](=O)[O-])cc([N+](=O)[O-])c2O)C(=O)NC1=S | 6.3% | 13.0% |
| COc1ccc(S(=O)(=O)N2CCN(Cc3ccc(Br)cc3)CC2)cc1 | 3.6% | -2.0% |
| O=S(=O)(c1ccc(Nc2ccc(-c3ccc4c(c3)OCCO4)nn2)cc1)N1CCCC1 | . | -3.4% |
| CN(C)c1nc2n(c(=O)n1)C(C#N)CS2 (stereo not given) | -5.3% | 0.6% |
| Cc1ccc2[nH]c(=O)c(C(c3nnnn3C(C)(C)C)N(Cc3ccco3)CC3CCCO3)cc2c1 (stereo not given) | 5.5% | -6.1% |
| O=C(NC1CCCC1)c1cnn2c(C(F)(F)F)cc(-c3ccc4c(c3)OCO4)nc12 | 7.5% | 88.3% |
| CC(Sc1nnc(-c2ccc(C(C)(C)C)cc2)n1C)C(N)=O (stereo not given) | . | 1.2% |
| COc1cc(C(=O)N2CCN=C2c2ccccc2)cc(OC)c1OC | -5.0%&4.3% | -7.4%&1.3% |
| O=C(NCC1CCCO1)C(=O)Nc1ccccc1Cl (stereo not given) | 1.0% | -1.3% |
| Cc1ccc(/C(N)=N/OC(=O)c2cccc(F)c2)cc1 | -0.3% | -1.9% |
| CCN1C(=O)/C(=C\c2cn(Cc3ccccc3)c3ccccc23)SC1=S | -16.6% | -10.6% |
| CC(C)CC(=O)NCCCN1CCN(CCCNC(=O)CC(C)C)CC1 | . | -0.7% |
| O=S(=O)(NCCOc1ccccc1Cl)c1ccc2ccccc2c1 | -0.7% | 3.4% |
| Cc1cccc(Cn2c(N(C)CCO)nc3c2c(=O)[nH]c(=O)n3C)c1 | -9.8% | 1.5% |
| COc1cc(C2C(C#N)=C(N)Oc3n[nH]c(-c4ccccn4)c32)cc(OC)c1OC (stereo not given) | -6.5% | 1.8% |
| CC(C)(C)c1ccc(OC2=CS(=O)(=O)c3ccccc32)cc1 | . | 1.9% |
| COc1ccc(OC(C)C(=O)Nc2ccccc2Cl)cc1 (stereo not given) | 3.7% | -4.2% |
| CC(NC(=O)COc1ccc(/C=N/NS(=O)(=O)c2ccccc2)cc1)c1ccccc1 (stereo not given) | -2.4% | 0.2% |
| Cc1cc(NC(=O)COc2ncnc3sc(C)c(C)c23)no1 | 0.6% | -2.9% |
| CC(C)OC(=O)C1C(=O)CC(C)(O)C(C(=O)OC(C)C)C1c1ccc2c(c1)OCO2 (stereo not given) | -1.6% | 2.9% |
| Cc1cc(=O)n2nc(-c3ccccc3)sc2c1C#N | -5.9% | 2.0% |
| CN(C)S(=O)(=O)c1ccc(/C(O)=C2/C(=O)C(=O)N(Cc3cccnc3)C2c2ccco2)cc1 (stereo not given) | -5.9% | -8.6% |
| CC(C(=O)N1CCCCC1)n1sc2ccccc2c1=O (stereo not given) | -4.8% | 6.8% |
| C=CCC1S/C(=N\N=C\c2ccccc2)NC1=O (stereo not given) | 5.1% | -2.5% |
| CCn1ncc(C2=NOC(C(=O)NCC(C)C)C2)c1C (stereo not given) | . | 2.0% |
| CC(C)(C)SCCNC(=O)CN1C(=O)c2ccccc2S1(=O)=O | -0.7% | 5.6% |
| CCCN(CCC)c1nc(C)cc(C(C#N)c2nc3ccccc3o2)n1 (stereo not given) | -8.2% | -13.5% |
| COc1cc(NC(=O)c2ccc(Cl)c([N+](=O)[O-])c2)ccc1NC(=O)c1ccco1 | 3.0% | -1.7% |
| O=C(NC(=S)N1CCCCCC1)c1cccnc1 | -1.2% | 5.2% |
| CCOCCCNC(=O)CN1C(=O)CSc2ccccc21 | 0.4% | -3.6% |
| Cc1ccc(C)c(C(=O)CSc2n[nH]c(C(C)C)n2)c1 | -19.8% | 3.0% |
| C=CCn1c(SCc2c(C)noc2C)nnc1C1COc2ccccc2O1 (stereo not given) | -15.1% | -0.9% |
| Cc1cc2nc(C3CCCN(C(=O)NCc4ccccc4)C3)[nH]c2cc1C (stereo not given) | . | -1.0% |
| CCOC(=O)c1ccccc1NC(=O)c1cccc([N+](=O)[O-])c1C | -1.9% | 2.0% |
| O=C(c1ccco1)N1CCN(CCCCN2C(=O)c3ccccc3C2=O)CC1 | -5.9% | -3.1% |
| COc1ccccc1CN1CCN(S(C)(=O)=O)CC1 | -1.5% | -0.8% |
| O=C1C2C3C=CC(C4CC34)C2C(=O)N1Cc1ccccc1 (stereo not given) | -0.2% | 7.2% |
| CC(NC(=O)C(=O)NCC1CCCO1)c1ccccc1 (stereo not given) | 1.0% | 0.1% |
| Cn1c(=O)n(C)c2cc(NS(C)(=O)=O)ccc21 | -12.2% | 0.2% |
| CCCCCCNC(=O)Cc1nc2nc(C)cc(C)n2n1 | 5.2% | 4.9% |
| CN1C2C=C3C(C#N)=C(N)C(C#N)(C#N)[C@@H](c4cccc(F)c4)[C@@H]3C1CC2 (stereo not given in full) | . | 1.0% |
| O=c1[nH]c(Cn2nnc(-c3ccccc3)n2)nc2scc(-c3ccccc3)c12 | 2.8% | -5.3% |
| Cc1cc(C)nc(NS(=O)(=O)c2ccc(NC(=S)NC(=O)C(C)C)cc2)n1 | . | 1.8% |
| CC(=O)N/C(C)=C1\C(=O)CC2C1C2(C)C (stereo not given) | -13.3% | -1.4% |
| CC(C)CN(C(=O)CSc1nncs1)c1c(N)n(CC(C)C)c(=O)[nH]c1=O | . | 6.5% |
| Cc1ccc[n+](CC(=O)c2cc3ccccc3oc2=O)c1 | -1.0% | -2.6% |
| COc1cc(-c2nnc(-c3cccnc3)o2)cc(OC)c1OC | 5.0% | 0.2% |
| Cc1ccc(-n2nc3cc(C)c(NC(=O)C(C)C)cc3n2)cc1 | 0.7% | -0.4% |
| CCOC(=O)C1CCCN(C/C(O)=C(\C#N)c2nc(-c3ccccc3)cs2)C1 (stereo not given) | -16.6% | . |
| CC(=O)OCC(=O)Nc1ccc(C(C)=O)cc1 | . | -2.2% |
| CC1CCc2nc(NC(=O)CN3CCN(c4ccccc4)CC3)sc2C1 (stereo not given) | -3.8% | 1.6% |
| O=C(/C=C(\O)c1cccc([N+](=O)[O-])c1)C(F)(F)F | 3.5% | -0.6% |
| COc1ccc(N2C(=O)CC(SC(=N)N3N=C(c4ccc(C)cc4)CC3c3ccc(Br)cc3)C2=O)cc1 (stereo not given) | -1.3% | -1.5% |
| O=C1c2cccc3cccc(c23)C(=O)N1CCN1CCN(S(=O)(=O)c2ccc(F)cc2)CC1 | 0.4% | -3.0% |
| COc1ccc(S(=O)(=O)CCC(=O)Nc2c(C)n(C)n(-c3ccccc3)c2=O)cc1 | 8.7% | -8.9% |
| Cc1nc(=O)c(-c2ccccc2)c(C)n1CC1CCCO1 (stereo not given) | -2.5% | -2.0% |

Carrying on.
| mol | Rat MKP-3 inhibitors | Hsp70 displacement |
| --- | --- | --- |
| O=C(N1CCN=C1SCc1cccnc1)C12CC3CC(CC(C3)C1)C2 | 8.5% | -0.8% |
| Cc1cccc(C)c1NC(=O)CSCC(=O)c1ccc(O)c(O)c1 | -8.4% | -0.4% |
| COc1nc(Nc2ccc(Cl)c(Cl)c2)nc(N(C)C)n1 | 0.3% | 4.6% |
| O=C(Cc1cccc2ccccc12)N/N=C/c1ccc(Sc2cccc3cccnc23)o1 | . | -8.2% |
| O=[N+]([O-])c1ccc(C2CNC(c3ccccc3)O2)cc1 (stereo not given) | . | 2.5% |
| COC(=O)c1ccc(/C=C2\SC(=S)N(CCCC(=O)Nc3nccs3)C2=O)cc1 | 2.5% | -6.4% |
| COc1ccc(CCNC(=O)c2cc3ccccc3oc2=O)cc1 | -0.3% | -0.9% |
| CCC(C)[C@H](NC(=O)NCc1cccs1)C(=O)O (stereo not given in full) | 0.4% | 0.7% |

Fetched by compound from above, 7 records:
| mol | Rat MKP-3 inhibitors | Hsp70 displacement |
| --- | --- | --- |
| Cc1cccc(C)c1NC(=O)CSCC(=O)c1ccc(O)c(O)c1 | -8.4% | -0.4% |
| CCC(C)[C@H](NC(=O)NCc1cccs1)C(=O)O (stereo not given in full) | 0.4% | 0.7% |
| CCN1C(=O)/C(=C\c2cn(Cc3ccccc3)c3ccccc23)SC1=S | -16.6% | -10.6% |
| O=[N+]([O-])c1ccc(C2CNC(c3ccccc3)O2)cc1 (stereo not given) | . | 2.5% |
| CC(NC(=O)COc1ccc(/C=N/NS(=O)(=O)c2ccccc2)cc1)c1ccccc1 (stereo not given) | -2.4% | 0.2% |
| O=S(=O)(c1ccc(Nc2ccc(-c3ccc4c(c3)OCCO4)nn2)cc1)N1CCCC1 | . | -3.4% |
| Cc1ccc(-n2nc3cc(C)c(NC(=O)C(C)C)cc3n2)cc1 | 0.7% | -0.4% |

(more compounds)
| mol | Rat MKP-3 inhibitors | Hsp70 displacement |
| --- | --- | --- |
| O=C(OCC(=O)N1CCCC1)c1ccco1 | 8.0% | -1.2% |
| Cc1cc(S(=O)(=O)N(Cc2ccc(F)cc2)CC2CCCO2)ccc1-n1cnnn1 (stereo not given) | -6.6% | -2.7% |
| COc1cccc(OCC(O)CN2CCN(CCO)CC2)c1 (stereo not given) | -4.3% | 0.4% |
| O=C1/C(=C/c2cccc(Br)c2)SC(=S)N1Cc1ccco1 | 0.2% | 5.8% |
| CCCC(=O)N1CC(=O)Nc2ccc(C)cc2C1c1ccc(F)cc1 (stereo not given) | -11.8% | -3.2% |
| Cc1cccc(NC(=O)CN(C)S(=O)(=O)c2cccs2)c1 | . | 14.5% |
| CO/C([O-])=N/c1c[n+](-c2ccc(C)cc2)no1 | -9.0% | 3.3% |
| COC(=O)C1=C(C)NC(=O)NC1c1cc(Cl)ccc1OC (stereo not given) | -5.9% | 3.0% |
| COc1ccc(C(=O)N2c3c(C)cccc3C(Nc3ccccc3C)CC2C)cc1 (stereo not given) | 6.3% | -1.1% |
| CCOC(=O)c1c(NC(=O)Cc2cccs2)sc(C)c1C | -14.2%&-0.3% | 3.7%&2.4% |
| O=C(NN1C(=O)C2C(C1=O)C1C=CC2C12CC2)c1ccc(Cl)cc1Cl (stereo not given) | -0.4% | 0.9% |
| COC(=O)C1=C(C)NC(C)=C(C(=O)OC)C1c1ccc(N(C)C)cc1 | -1.7% | 9.7% |
| Cc1cc(Cl)ccc1OCCN1CCOCC1 | 5.8% | -1.4% |
| O=c1c2[nH]c3ccccc3c2ncn1CCC1=CCCCC1 | -4.2% | 5.0% |
| COC(=O)CSc1nnc(CSc2nc(C)cc(C)n2)n1Cc1ccco1 | -8.2% | -1.3% |
| O=C1Nc2ccccc2C(O)(C(=O)NCc2ccc3c(c2)OCO3)N1c1ccccc1 (stereo not given) | 0.2% | 4.2% |
| O=C(c1cccc(F)c1)N1CCCCCC1 | -3.0% | 2.2% |
| Cc1cnc(NC(=O)COc2ccccc2)s1 | 0.2% | 3.3% |
| CC(C)OC(=O)c1ccccc1OC(=O)c1sc2ccccc2c1Cl | 1.1% | -1.5% |
| Cc1ccc2nc(C(C)O)[nH]c2c1 (stereo not given) | . | -2.1% |
| Cc1ccc(C(=O)NCCc2nnc(SCC(=O)Nc3nc(-c4ccccc4)cs3)n2C)cc1 | . | -4.0% |
| CC1(C)CC(c2csc(N)n2)CCO1 (stereo not given) | -6.0% | 3.0% |
| Cc1ccc(C)c(OCC(O)CN2CC(C)CC(C)C2)c1 (stereo not given) | 4.5% | -4.0% |
| CC(C)c1[nH]nc2c1C1(CCN(Cc3ccccc3)CC1)C(C#N)=C(N)O2 | -16.2% | -0.7% |
| CCCn1c(N)c(N(C)C)c(=O)n(CC(=O)Nc2ccc(OC(F)(F)F)cc2)c1=O | -3.1% | -0.2% |
| Nc1ccc(N2CCN(C(=O)c3ccco3)CC2)cc1 | . | -0.2% |
| COc1cccc(Nc2ncnc3c2cnn3C)c1 | -3.1% | 2.3% |
| CS(=O)(=O)N(Cc1ccccc1)c1ccc(C(=O)N[C@@H]2C[C@H]3CC[C@@H]2C3)cc1 | 4.1% | -2.7% |
| O=[N+]([O-])c1ccc(-c2ncccc2O)cc1 | 1.4% | 0.4% |
| Cc1c(C(=O)O)sc2ncn(C)c(=O)c12 | -4.5% | 1.2% |
| Cc1ccc(NCc2nnc(SCC(=O)OC3CCCCC3)o2)c(C)c1 | -19.7% | -2.7% |
| COc1ccc(-n2c(=O)cc(N3CC(C)OC(C)C3)[nH]c2=O)cc1 (stereo not given) | -7.8% | 1.7% |
| O=C(NC1CCCCC1)O/N=C\c1ccccc1Cl | -0.4% | 2.6% |
| CCCn1cnc2c(c1=O)c1nc3ccccc3nc1n2CCc1ccccc1 | -9.2% | 4.6% |
| CC1CCCC(NC(=O)Nc2cccs2)C1C (stereo not given) | . | -3.7% |
| O=C1COc2ccc(C(=O)c3ccccc3)cc2CN1 | -8.0% | . |
| Cc1nn(-c2ccc(F)cc2)c2c1cc(C#N)c1nc3ccccc3n12 | -8.6% | -3.5% |
| CC(C)(C)n1ncc2c(=O)n(CC(=O)NC3CCCCC3)cnc21 | -5.8% | -0.2% |
| CCCNC(=O)C12CC3CCC(CC(C3)C1)C2 | -0.5% | 4.3% |
| CN(C1CCCCC1)S(=O)(=O)c1ccc(Cl)c(C(=O)O)c1 | -8.1% | 2.1% |
| COc1ccc(C2(CNC(=O)c3ccco3)CCOCC2)cc1 | . | -0.2% |
| O=C(Nc1ccc(Cl)c(Cl)c1)c1cc2ccccc2o1 | 3.1% | -2.9% |
| Cc1cc(NC(=O)CCCS(=O)(=O)c2nc(-c3cccs3)cc(C(F)(F)F)n2)no1 | 9.4% | 5.7% |
| CC(=O)c1sc2ccccc2c1OC(=O)c1ccco1 | -11.7% | 2.2% |
| COc1ccc(N(CC(=O)N2CCN(c3ccccc3OC)CC2)S(=O)(=O)c2ccccc2)c(OC)c1 | -4.1% | 5.6% |
| COc1cc(C=C2C(=O)c3ccccc3C2=O)ccc1OCc1ccc(I)cc1 | -2.8% | 1.2% |
| CC(=O)C1C(c2ccc(F)cc2)NC(=O)NC1(O)C(F)(F)F (stereo not given) | 5.4% | -2.2% |
| Cn1c(N2CCOCC2)nc2c1c(=O)n(Cc1ccc(Cl)cc1)c(=O)n2C | 3.6% | -1.3% |
| COc1ccc(N2CCN(C(c3ccccc3OC)c3nnnn3C3CCCC3)CC2)cc1 (stereo not given) | 1.8% | -0.5% |
